mIAP activ = activators of mouse IAP, primary screen, biochemical, luminescence, uHTS. intestinal alkaline phosphatase [Mus musculus]. muIAP, CDP-Star luminescence, 30 min; stronger effect = higher value; 1 = vehicle-only enzyme signal, 0 = enzyme-free wells. activation factor at 10 µM. 330,000 compounds, 0.24% hits;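 active means activation factor of at least 2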; further: the source names both 10 and 20 µM as test concentration; values of inactives mirror those of a sister screen read the other way
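System: mouse IAP enzyme. Reagent: CDP-Star chemiluminescent phosphatase substrate. Benchmarks: DMSO wells, no-enzyme wells. Times: 30 min enzyme-substrate-compound incubation at room temperature. Detection: luminescence from enzymatic CDP-Star hydrolysis. Doses: test compounds delivered from DMSO solution.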
beta cell repl = inducers of MIN6 beta-cell proliferation, primary screen, ATP luminescence, uHTS; 330,000 compounds, 0.29% hits; MIN6 cells proliferation, ATPlite luminescence, 48 h; cells starved in 0.2% serum; 100% = growth in 10% serum; proliferation, % at 10 µM;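 active means compounds whose signal lies at least 3.5 SD above the mean of all wells on their plate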;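 further: 0% = DMSO-treated cells in low-serum medium and 100% = 10% serum control; some compounds called inactive have numbers as strong as hits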
SENP1 FRET inh = human SENP1 catalytic domain inhibitors, primary screen, biochemical, FRET, uHTS | inhibition, % at 10 µM | Sentrin-specific protease 1 (Homo sapiens), Q9P0U3 | recombinant SENP1 catalytic domain, CyPet-SUMO1-YPet FRET cleavage | 360,000 compounds, 0.21% hits;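 active means inhibition at least 30% at 10 µM, raw YFP signal under a set limit, fluorescence ratio 0.5 to 1.5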;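 further: 0% = enzyme with DMSO and 100% = no enzyme wells; some results filed as inactive read as strong as hits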
Target sequence (Q9P0U3 419-644 limits assumed): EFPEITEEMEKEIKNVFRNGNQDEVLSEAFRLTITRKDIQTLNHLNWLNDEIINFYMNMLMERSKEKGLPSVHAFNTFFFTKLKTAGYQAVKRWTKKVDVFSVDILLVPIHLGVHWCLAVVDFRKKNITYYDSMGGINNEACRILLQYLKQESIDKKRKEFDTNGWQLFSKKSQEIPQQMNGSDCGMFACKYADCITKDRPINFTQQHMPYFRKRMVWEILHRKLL
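material = recombinant human SENP1 catalytic domain, His6-tagged | quantity = 20 pM enzyme | reagent = 25 nM SUMO1 FRET substrate | compound dosing = 10 µM single point, 0.5% DMSO | timing = 50 min enzyme reaction, room temperature, light-protected | detection = FRET, CFP and YFP emission | control set = no-enzyme low, enzyme-DMSO high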
hIAP activ = human IAP activators, primary screen, biochemical, luminescence, uHTS; Intestinal-type alkaline phosphatase (Homo sapiens), P09923; purified human IAP, CDP-Star luminescence, 30 min; stronger effect = higher value; 1 = vehicle-only enzyme, 0 = enzyme-free background; 330,000 compounds, 0.16% hits; activation factor at 10 µM;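 active means activation factor of the enzyme at least 2-fold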; further: the source names both 10 and 20 µM as test concentration; values of inactives mirror those of a sister screen read the other way
NLRP3 yeast inh = NALP3 inflammasome inhibitors in reconstituted yeast, primary screen, luminescence, uHTS | Yeast reconstituted NLRP3/ASC/caspase-1, beta-gal luminescence, 24 h | inhibition, % at 10 µM | 330,000 compounds, 0.39% hits;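 active means inhibition of 50% or more; inactive means inhibition below 50%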;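 further: plate controls were induced DMSO wells for no effect and uninduced yeast grown without galactose for full effect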
mIAP block = inhibitors of mouse IAP, primary screen, biochemical, luminescence, uHTS | purified mouse IAP, CDP-Star luminescence, 30 min | 330,000 compounds, 0.2% hits | inhibition, % at 10 µM | intestinal alkaline phosphatase [Mus musculus];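 active means inhibition of at least 40% at 10 µM in the primary screen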;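 further: plate controls were DMSO with enzyme for no effect and no enzyme wells for full effect; values of inactives mirror those of a sister screen read the other way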
hIAP inh = human IAP inhibitors, primary screen, biochemical, luminescence, uHTS; purified IAP, CDP-Star luminescence, 30 min; AID 2544, 2010; inhibition, % at 10 µM; Intestinal-type alkaline phosphatase (Homo sapiens), P09923; 330,000 compounds, 0.12% hits;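 active means inhibition reaching a set limit with compound at 10 µM in the primary screen, cut at about 35% in these data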;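 further: plate controls were DMSO wells with enzyme for no effect and no-enzyme buffer wells for full effect; values of inactives mirror those of a sister screen read the other way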
A3A deaminase = APOBEC3A ssDNA deaminase inhibitors, primary screen, selectivity assay for APOBEC3G inhibitor project, biochemical, FAM/TAMRA oligo cleavage fluorescence; DNA dC->dU-editing enzyme APOBEC-3A (Homo sapiens), P31941; recombinant A3A, FAM/TAMRA ssDNA deamination fluorescence; inhibition, % at 20 µM; 330,000 compounds, 0.41% hits; AID 493011, 2011;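 active means at least 40% inhibition at 20 µM here, with at most 30% in a related deaminase screen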;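 further: plate controls were A3A with DMSO for no effect and wells lacking A3A enzyme for full effect; some results filed as inactive read as strong as hits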
Target sequence (P31941 whole entry, looked up): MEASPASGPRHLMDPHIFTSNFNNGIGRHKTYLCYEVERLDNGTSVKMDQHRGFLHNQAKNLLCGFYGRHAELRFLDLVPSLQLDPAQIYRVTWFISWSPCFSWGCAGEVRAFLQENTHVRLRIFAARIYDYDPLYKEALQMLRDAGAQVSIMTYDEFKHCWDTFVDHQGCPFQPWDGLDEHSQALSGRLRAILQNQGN
APOBEC3G inh = APOBEC3G DNA deaminase inhibitors, primary screen, biochemical, fluorescence, single-stranded DNA substrate, uHTS; recombinant A3G, ssDNA deamination FAM/TAMRA fluorescence; inhibition, % at 20 µM; 330,000 compounds, 0.28% hits; AID 493012, 2011;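 active means inhibition of at least 40% at 20 µM, with no more than 30% in the related APOBEC3A deaminase screen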;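 further: plate controls were DMSO wells with A3G for no effect and wells lacking A3G enzyme for full effect; some compounds called inactive have numbers as strong as hits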
Target sequence (Q9HC16 whole entry, looked up): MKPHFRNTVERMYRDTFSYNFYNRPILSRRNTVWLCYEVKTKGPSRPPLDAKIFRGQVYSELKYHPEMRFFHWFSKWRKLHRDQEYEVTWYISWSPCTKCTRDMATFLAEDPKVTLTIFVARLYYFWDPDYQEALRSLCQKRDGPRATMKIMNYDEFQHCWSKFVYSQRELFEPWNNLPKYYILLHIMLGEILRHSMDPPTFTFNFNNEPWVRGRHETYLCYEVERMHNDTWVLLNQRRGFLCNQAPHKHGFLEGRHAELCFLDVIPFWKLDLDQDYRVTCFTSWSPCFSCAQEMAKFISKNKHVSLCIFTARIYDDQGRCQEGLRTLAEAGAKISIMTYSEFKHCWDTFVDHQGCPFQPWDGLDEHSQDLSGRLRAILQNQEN
An asterisk follows results filed as active; . = not tested or not shown. This is a subset; rates above refer to the full screens.

SMILES	mIAP activ	beta cell repl	SENP1 FRET inh	hIAP activ	NLRP3 yeast inh	mIAP block	hIAP inh	A3A deaminase	APOBEC3G inh
CCOC(=O)C(O)(c1ccc(NC(=S)NC(=O)c2ccc(Cl)cc2Cl)c(C)c1)C(F)(F)F (centres undefined)	0.778	-2.7	0.8	0.944	5.6	22.2	5.6	5.7	-6.2
Cc1cc(NC(=O)C(Cl)(Cl)Cl)no1	0.995	-1.3	-1.1	1.01	10.4	0.5	-1.0	1.9	-4.8
COc1ccccc1N1C(=O)NC(=O)/C(=C\c2cnn(-c3ccccc3)c2)C1=O	1.04	0.3	-2.3	0.867	4.7	-4.2	13.3	2.7	-1.6
C=CCC1(CN2CCCCCC2=O)C(=O)NC(=O)NC1=O	1.11	-4.2	1.3	1.13	-2.3	-11.0	-12.8	2.4	-0.6
CCOC(=O)C(=CNc1ccc(C(O)(C(=O)OCC)C(F)(F)F)cc1C)C(=O)OCC (centres undefined)	0.968	0.0	1.4	1.01	5.8	3.2	-1.1	-2.0	-4.3
CCOP(=O)(OCC)C(O)c1ccccc1 (centres undefined)	1.01	0.5	0.4	0.938	19.0	-1.1	6.2	-1.8	-5.8
CCc1c(C)nc(N)nc1N1N=C1SCCOc1ccccc1	0.997	0.1	0.5	0.937	1.6	0.3	6.3	1.4	-11.0
COC1=CC(=O)O[C@@H](/C=C/c2ccccc2)C1	1.1	-4.4	3.0	1.07	12.1	-9.8	-6.6	-5.3	-4.2
CCNCC(O)c1cccc(O)c1 (centres undefined)	1.05	-2.7	2.4	0.88	18.4	-5.2	12.0	-1.4	-2.5
CCN1C[C@]2(C)CC[C@H](O)[C@]34C1[C@H](C[C@H]23)[C@@]1(O)C[C@H](OC)[C@H]2C[C@@H]4[C@@H]1C2O (some centres undefined)	0.945	0.7	-0.9	0.911	7.9	5.5	8.9	-1.1	-5.8
COC(=O)C(O)(c1ccc(NC(=O)NC2CCCCC2)cc1)C(F)(F)F (centres undefined)	1.43	0.0	0.9	0.875	1.2	-42.6	12.5	0.5	-4.7
CCN1C(=O)N(CC)C(=O)C2(Cc3ccccc3N3CCN(c4ccccc4)CC32)C1=O (centres undefined)	1.07	-1.0	-6.5	1.08	-10.3	-6.9	-8.3	-2.4	11.1
CCCCn1c(O)c(C=NCCN2CCCCC2)c(=O)[nH]c1=O	0.949	-1.3	-1.5	1.11	20.3	5.1	-11.0	1.4	-4.8
COC(=O)C1=C(c2c(C)noc2C)C[C@@H]2CC[C@H]1N2C(=O)NCc1ccco1	0.88	0.5	-2.7	0.979	16.3	12.0	2.1	2.0	-6.8
O=S(=O)(c1ccc(Cl)cc1)c1ccc(Cl)cc1	1.18	1.1	-2.0	0.93	30.4	-17.7	7.0	-3.0	-8.4
COC(=O)C1=C(c2ccccc2OCc2ccccc2)C[C@@H]2CC[C@H]1N2C(=O)NCCc1ccc(F)cc1	1.57	-7.1	2.1	1.02	17.4	-57.0	-1.6	-2.9	-7.5
N#CC1=C(N)Oc2c(c(=O)oc3ccccc23)C1c1ccc([N+](=O)[O-])o1 (centres undefined)	0.938	-2.5	-13.3	1.03	20.8	6.2	-3.2	7.1	6.0
CCOC(=O)C1(CCCc2ccccc2)CCN(C2CCCC2)CC1	1.15	-3.6	-1.1	0.964	14.6	-14.7	3.6	-3.7	-10.1
O=C1NC(=O)C(=Cc2ccc(OCCOc3ccc([N+](=O)[O-])cc3)cc2)C(=O)N1	0.93	1.4	0.0	0.941	9.4	7.0	5.9	2.5	11.9
O=c1c2ccccc2nc(/C=C/c2ccc(F)cc2)n1-c1ccccc1O	0.976	-4.5	-0.1	0.818	-2.7	2.4	18.2	4.1	5.5
CCOc1ccc([N+](=O)[O-])cc1CNCCc1ccccc1	0.874	-1.7	0.6	0.904	11.7	12.6	9.6	4.0	-0.2
O=C(Nc1cccc(C(F)(F)F)c1)OC1CN2CCC1CC2 (centres undefined)	1.07	-2.5	-0.4	1.01	13.8	-6.6	-1.5	6.1	-0.8
O=C1/C(=C\c2ccc3c(c2)OCO3)N2CCC1CC2	0.995	-3.8	1.9	1.03	50.3*	0.5	-3.0	-6.0	-7.1
COc1ccc(OC)c(-n2c(O)c(C=Nc3c(C)n(C)n(-c4ccccc4)c3=O)c(=O)[nH]c2=O)c1	0.949	-3.2	9.4	1.13	1.7	5.1	-13.4	-6.4	-6.0
COc1cc(C(O)CNC(C)C)cc(F)c1OC (centres undefined)	0.969	-1.8	0.3	0.792	18.7	3.1	20.8	-3.7	-4.1
O=C(COc1ccccc1)N1CCN(CC2CC=CCC2)CC1 (centres undefined)	1.07	1.3	3.6	1.07	12.3	-7.5	-7.3	-4.0	-7.3
Cc1ccc(S(=O)(=O)N2CN3CCN(C3)C2)cc1	0.995	0.5	-3.0	0.934	8.8	0.5	6.6	-5.2	-5.3
O=C1NC(=O)C2(Cc3ccccc3N3CCCC32)C(=O)N1 (centres undefined)	0.941	2.1	-103.2	0.94	2.3	5.9	6.0	2.4	-1.0
c1cc(C2N3CCCN2CC3)ccn1 (centres undefined)	1.11	-4.4	1.9	1.17	6.9	-11.4	-16.7	-5.2	-2.8
CN1CCc2nc(N)c(C#N)c(-c3ccccc3)c2C1	1.01	0.8	9.8	0.971	18.6	-0.8	2.9	5.6	12.8
O=C(NCCO)c1nsnc1NCCCl	1.03	-2.6	1.7	0.964	1.8	-3.0	3.6	0.7	-3.3
O=C(CCN1C(=O)COc2ccccc21)N1CCC2(CC1)OCCO2	1.07	-3.5	-0.7	1.19	8.4	-6.7	-18.9	0.4	-8.3
Cc1ccccc1CS(=O)(=O)Cc1ccc(C(=O)N2CCC3(CC2)OCCO3)o1	1.1	-2.2	1.4	0.936	-4.2	-10.2	6.4	5.8	-4.0
COc1ccc(C)cc1NC(=O)N1CCC2(CC1)OCCO2	0.936	-0.4	1.9	1.13	10.8	6.4	-13.4	0.0	-1.9
COC(=O)C1=C(c2ccc(Cl)c(C(F)(F)F)c2)C[C@@H]2CC[C@H]1N2C(=O)NCCCOC(C)C	1.05	-2.6	-1.7	0.979	7.2	-5.0	2.1	-0.1	-9.5
O=c1c2ccccc2nc(/C=C/c2ccc3c(c2)OCO3)n1-c1cccc(O)c1	0.931	-6.2	-6.5	1.04	-4.7	6.9	-4.4	-2.0	-2.3
O=C(c1ccc2c(c1)OCO2)C1CCCN(CC2CCCCC2)C1 (centres undefined)	0.934	-0.7	-0.9	0.989	21.4	6.6	1.1	0.6	-11.7
c1ccc(C2CC3CC(c4ccco4)N2O3)cc1 (centres undefined)	0.968	-2.5	-6.0	0.906	-4.0	3.2	9.4	-0.1	-1.6
CCc1ccccc1NC(=O)CSc1nnc([C@@H](N)Cc2c[nH]c3ccccc23)o1	0.875	-4.0	-0.3	1.15	1.2	12.5	-15.2	0.5	-1.6
Cc1cc2c(s1)NC(=O)CN=C2c1cccs1	1.04	-0.6	2.6	1.15	9.2	-4.3	-14.6	0.1	-4.4
COC(=O)COc1cc(C)cc2oc(=O)c3c(c12)CCCC3	0.962	5.1*	0.7	1.11	27.4	3.8	-10.7	-2.6	-4.3
COc1cccc(O)c1CN1CCCC(C(=O)c2ccccc2SC)C1 (centres undefined)	0.875	-3.2	-2.5	1	10.8	12.5	-0.5	-0.1	10.2
CC/C(=N\NC(=O)c1ccccc1O)c1c(O)n(Cc2ccccc2)c(=O)[nH]c1=O	0.818	0.6	11.3	1.11	-1.8	18.2	-10.6	-2.6	-6.5
Cn1cccc1CNCCc1ccccc1	1.05	-0.7	.	1.49	9.5	-5.1	-48.8	-2.4	-1.5
c1cc2c(cc1[C@H]1OC[C@H]3[C@@H]1CO[C@H]3c1ccc3c(c1)OCO3)OCO2	0.979	-1.5	2.7	1.04	15.0	2.1	-4.1	-0.5	-4.3
O=[N+]([O-])NC1=NCCN1Cc1ccc(Cl)nc1	0.947	-2.2	1.1	0.901	6.7	5.3	9.9	2.4	3.1
CN(c1ccc(OCC(=O)N2CCN(C/C=C/c3ccccc3)CC2)cc1)S(=O)(=O)c1cccs1	0.942	-3.2	-5.8	0.95	11.1	5.8	5.0	-0.8	-4.2
CC1CN=C(NCc2ccc(F)cc2)S1 (centres undefined)	0.999	-3.0	-2.4	0.9	17.1	0.1	10.0	-4.4	-7.1
CCCCN=C[C@]12CCC(O)CC1(O)CCC1[C@@H]2CC[C@]2(C)[C@H](C3C=CC(=O)O3)CCC12O (some centres undefined)	1.1	-1.8	2.5	0.989	1.4	-9.9	1.1	2.0	1.7
COC(=O)c1cncn1C(C)c1ccccc1 (centres undefined)	0.895	2.1	0.4	1.24	-20.6	10.5	-24.3	-2.4	-6.2
CCCC12CN3CCN(C1)CC(CCC)(C3)C2=O	0.993	-0.6	0.6	0.934	6.2	0.7	6.6	-1.0	-7.9
CCOc1nc(NC(C)C)nc(N2CC3CC(C2)c2cccc(=O)n2C3)n1 (centres undefined)	0.969	-0.8	0.9	1.15	-4.7	3.1	-15.1	1.9	-4.1
C=CCSc1nc2c(c(-c3ccsc3)c1C#N)CN(C)CC2	0.881	-2.8	-49.8	1.45	7.0	11.9	-44.9	-4.8	-9.2
COc1ccc(-n2c(O)c(C(C)=NCc3ccc4c(c3)OCO4)c(=O)[nH]c2=O)cc1	0.926	-0.1	1.1	0.944	-2.7	7.4	5.6	-0.1	-4.4
NC(=O)Nc1cccc(C(F)(F)F)c1	1.11	-2.8	2.5	1.14	9.8	-10.6	-13.5	-2.2	-3.3
Cc1ccc(-c2nc3ccccc3c(=O)n2-c2cccc(O)c2)cc1	1.04	0.5	1.2	0.971	13.0	-3.6	2.9	-3.4	-6.5

Part of the list above, limited to A3A deaminase, NLRP3 yeast inh and mIAP activ:
| SMILES | A3A deaminase | NLRP3 yeast inh | mIAP activ |
| --- | --- | --- | --- |
| COC(=O)c1cncn1C(C)c1ccccc1 (centres undefined) | -2.4 | -20.6 | 0.895 |
| COC(=O)C1=C(c2ccccc2OCc2ccccc2)C[C@@H]2CC[C@H]1N2C(=O)NCCc1ccc(F)cc1 | -2.9 | 17.4 | 1.57 |
| c1cc2c(cc1[C@H]1OC[C@H]3[C@@H]1CO[C@H]3c1ccc3c(c1)OCO3)OCO2 | -0.5 | 15.0 | 0.979 |

Compound activity (PubChem)
